Compound activity from PubChem.
Rtt109 HAT inh: inhibitors of Candida albicans Rtt109/Vps75 histone acetyltransferase | purified Rtt109/Vps75, ThioGlo CoA-SH fluorescence, 4 h | Q5AAJ8 | AID 540336 | 0.16% of 330,000 active | inhibition, % at 34.9 µM;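 active = inhibition of at least 50% in every replicate; inconclusive = best replicate reaches 50% inhibition but some replicates fall short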
CDK5 p35 inh: blocks human CDK5/p35 kinase activity; Q00535+Q15078; Recombinant CDK5/p35, ADP-Glo luminescence, 60 min; inhibition, % at 10 µM; 0.01% of 330,000 active; AID 488839;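 active = highest replicate inhibition of at least 50% and at least 75% of replicates reaching 50%; inconclusive = only one of the two criteria met; inactive = both criteria failed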;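 also: plate controls were DMSO neutral control for no effect and GW8510 at 10 µM for full effect; many of its hits are not listed in these tables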
Target sequence (Q00535 whole entry, looked up): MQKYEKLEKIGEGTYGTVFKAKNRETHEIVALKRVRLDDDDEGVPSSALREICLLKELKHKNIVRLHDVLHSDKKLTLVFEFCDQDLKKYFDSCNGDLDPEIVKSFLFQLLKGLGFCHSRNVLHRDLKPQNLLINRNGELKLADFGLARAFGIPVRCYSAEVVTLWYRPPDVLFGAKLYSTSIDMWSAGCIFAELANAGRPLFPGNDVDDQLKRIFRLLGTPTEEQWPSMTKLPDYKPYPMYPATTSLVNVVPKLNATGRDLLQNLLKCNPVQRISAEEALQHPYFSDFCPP
Target sequence (Q15078 whole entry, looked up): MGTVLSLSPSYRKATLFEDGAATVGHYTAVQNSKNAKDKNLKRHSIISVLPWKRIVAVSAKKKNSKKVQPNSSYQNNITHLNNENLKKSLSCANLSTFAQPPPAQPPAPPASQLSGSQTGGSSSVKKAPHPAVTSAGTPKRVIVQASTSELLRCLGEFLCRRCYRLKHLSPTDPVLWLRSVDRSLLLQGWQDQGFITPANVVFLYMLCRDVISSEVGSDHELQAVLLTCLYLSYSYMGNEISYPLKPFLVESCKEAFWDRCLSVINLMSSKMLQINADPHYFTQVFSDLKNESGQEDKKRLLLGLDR
Wnt act: Wnt/beta-catenin pathway activation; Wnt/beta-catenin reporter cell assay, activator, plate reader; activation, % at 9.35 µM; 1.2% of 300,000 active; AID 743398; in the data active = activation above about 30%, passing the limit was not always enough; inconclusive = no clear call, values can overlap the other calls;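 also: 0% = neutral control wells and 100% = positive control wells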
CAL PDZ FP-1: blocks peptide binding to human CAL PDZ domain; purified CAL PDZ, TMR-peptide fluorescence polarization, 1 h; AID 504414; inhibition, % at 20 µM; 0.02% of 330,000 active;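 active = highest replicate inhibition of at least 40%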;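 also: plate controls were DMSO neutral control wells for no effect and unlabeled competitor peptide control wells for full effect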
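System: tagged CAL PDZ domain. Schedule: 1 h room-temperature incubation prior to read. Signal: fluorescence polarization (mP). Measure: percent inhibition from loss of millipolarization.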
CAL PDZ FP-2: inhibitors of human CAL PDZ peptide binding; AID 602252; purified CAL PDZ, TMR-peptide fluorescence polarization, 1 h; inhibition, % at 24.9 µM; Q9HD26; 0.92% of 300,000 active;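 active = mean inhibition of at least 30% with at least half of replicates also reaching 30%; inconclusive = no clear call, values can overlap the other calls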;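 also: 0% = DMSO neutral control and 100% = excess unlabeled competitor peptide PRC23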
dFosB activator: activators of mouse delta FosB homodimer. AID 493131. 0.99% of 340,000 active. P13346. purified delta FosB, TAMRA-CDK5 oligo fluorescence polarization; percent of positive-control signal above neutral wells. activation, % at 25 µM;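 active = mean activation above about 17%, with every replicate also reaching it, limit read from the data, passing the limit was not always enough; inconclusive = only one of the two conditions met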;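 also: fluorescence polarization rise as delta FosB binds a TAMRA Cdk5 AP-1 oligo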
Target sequence (P13346 whole entry, looked up): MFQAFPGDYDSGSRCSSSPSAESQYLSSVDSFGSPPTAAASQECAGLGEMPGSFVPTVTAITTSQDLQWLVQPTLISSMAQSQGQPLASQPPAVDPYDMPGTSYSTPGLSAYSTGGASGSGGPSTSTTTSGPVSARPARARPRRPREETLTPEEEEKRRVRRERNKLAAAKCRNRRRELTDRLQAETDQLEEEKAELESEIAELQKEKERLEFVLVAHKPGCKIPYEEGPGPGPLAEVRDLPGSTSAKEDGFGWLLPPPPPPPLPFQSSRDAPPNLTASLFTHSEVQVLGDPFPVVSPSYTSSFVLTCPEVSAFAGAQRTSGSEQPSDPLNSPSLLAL
Tat export inh: inhibitors of E. coli Tat protein transport. E. coli MC4100 TorA-mCherry Tat export, fluorescence. inhibition, % at 10 µM. 0.036% of 340,000 active. AID 488895;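 active = mean replicate inhibition at least 50% and at least half of replicates individually reaching 50%; inconclusive = only one of the two criteria met; inactive = neither criterion met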;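 also: exported cargo escapes ClpAP degradation while cytoplasmic cargo is degraded and loses fluorescence; 0% = median of neutral control wells and 100% = median of NaSCN control wells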
RTF Ca sens act: increases calcium sensitivity of human cardiac regulated thin filaments; P19429+P45379; IANBD-labeled TnC RTF fluorescence at EC20 calcium; 0% EC20 calcium, 100% full calcium; activation, % at 7.2 µM; 0.24% of 340,000 active; AID 493008;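 active = activation above the mean over all tested compounds plus 3 SD, cut at about 30% in these data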;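 also: rise in fluorescence read as greater calcium sensitivity of cardiac thin filaments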
V-ATPase pH: yeast V-ATPase proton transport regulation by pHLuorin; S. cerevisiae, pHLuorin cytosolic pH fluorescence; response, % at 10 µM; 0.37% of 350,000 active; AID 504577; in the data active = response mostly above about 7.3%, no sharp cut-off; inactive = mostly below about 5.4%; also: actives read high; inactives centre near 0; some compounds called inactive have numbers as strong as hits; reference of the scale not given here
MITF act: activators of MITF-driven TRPM1 promoter activity in SK-MEL-5 cells; SK-MEL-5 TRPM1-promoter luciferase, 24 h; % of positive control, neutral wells = 0; 0.75% of 300,000 active; AID 588334; activation, % at 12.5 µM;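 active = mean activation of at least 80% with every replicate also reaching 80%; inconclusive = mean reaches 80% but some replicate falls short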;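 also: 0% = neutral control wells and 100% = parthenolide positive control wells; values of inactives mirror those of a sister screen read the other way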
An asterisk follows results filed as active; i = inactive; ? = inconclusive; . = not tested or not shown. No enrichment for hits; about 4.1% have a hit in one of these screens.

1	N#C/C(=C\c1ccc(Sc2ccc(Cl)cc2)o1)c1nc2ccccc2[nH]1
2	O=[N+]([O-])c1ccccc1OCCCCN1CCCCC1
3	O=C1CC(c2ccccc2)=Nc2ccc(Br)cc2N1
4	N/C(=N\OC(=O)c1cccc(Cn2cc(C(F)(F)F)ccc2=O)c1)c1ccccc1
5	O=C(COc1ccc(Cl)cc1Cl)N1CCN(c2ccccn2)CC1
6	O=C(COC(=O)c1cc(NS(=O)(=O)c2cccs2)ccc1O)Nc1cc(Cl)ccc1Cl

assay / compound	1	2	3	4	5	6
Rtt109 HAT inh	-5	7	1	-10	-1	4
CDK5 p35 inh	-1.7	-0.5	0.0	-0.3	-1.6	0.4
Wnt act	-4	-12	-1	-1	-1	0
CAL PDZ FP-1	-2.6	0.7	-0.3	-1.7	-2.2	-0.2
CAL PDZ FP-2	1	-3	1	3	-2	3
dFosB activator	-6	3	2	-17	-4	51*
Tat export inh	-2	7	-8	-9	-3	-7
RTF Ca sens act	20	0	1	7	-2	1
V-ATPase pH	-6	4	-2	0	0	-1
MITF act	7	5	20	21	11	2

7	CCOc1ccc(NC(=O)N2CCC(c3nc4ccccc4o3)CC2)cc1
8	O=C(NNC1=C(C(=O)C(F)(F)F)CCC1)c1ccccc1O
9	Cc1cnc(CNC(=O)C2CCC(=O)N(CCc3ccc(Cl)cc3)C2)cn1 (stereo not given)
10	CC(=O)NCC(=O)N[C@@H](CC(=O)OCc1ccccc1)C(=O)OCc1ccccc1
11	Cc1cc(C)n(CC(=O)NCc2cc(-c3nn(C)c(=O)c4ccccc34)ccc2C)n1
12	COc1ccccc1N1CCN(CC(=O)Nc2cc(F)ccc2C)CC1

assay / compound	7	8	9	10	11	12
Rtt109 HAT inh	4	6	9	-3	9	0
CDK5 p35 inh	1.7	-1.4	-0.3	-7.6	0.9	-0.3
Wnt act	0	.	-3	-1	.	0
CAL PDZ FP-1	10	-0.3	-2.1	-0.2	.	-0.9
CAL PDZ FP-2	2	-1	0	.	-2	0
dFosB activator	-9	6	-5	-5	-4	-6
Tat export inh	-5	6	-8	4	3	-6
RTF Ca sens act	6	0	0	-5	3	-6
V-ATPase pH	5	-3	-5	3	1	-1
MITF act	3	3	2	.	-12	-2

13	CCN(C(=O)CN1C(=O)S/C(=C\c2cccc(OC)c2)C1=O)C1CCS(=O)(=O)C1 (stereo not given)
14	COc1cc(NC(=O)c2cc3ccccc3o2)c(OC)cc1Cl
15	O=C1CSC(c2cccnc2)N1c1ccc(F)cc1 (stereo not given)
16	CCc1c(C(=O)Nc2ccccc2)c(C)[nH]c(=S)c1C#N
17	CCOc1ccc(C(=O)Nc2cnn(Cc3ccc(Cl)c(Cl)c3)c2)cc1
18	CCOc1ccc(NS(=O)(=O)c2ccc(NC(=O)[C@@H]3CCCC[C@@H]3C(=O)O)cc2)cc1

assay / compound	13	14	15	16	17	18
Rtt109 HAT inh	4	1	.	23	-3	-2
CDK5 p35 inh	-0.2	-0.7	-1.0	2.6	-0.5	2.9
Wnt act	1	-1	.	-4	-2	.
CAL PDZ FP-1	-0.5	1.2	-1.4	-2.5	-0.2	-0.3
CAL PDZ FP-2	-6	-6	-5	0	-2	-3
dFosB activator	-11	-2	2	3	-12	1
Tat export inh	-5	-8	0	3	-2	4
RTF Ca sens act	-2	-4	-4	1	-2	-2
V-ATPase pH	-2	2	-3	-1	40*	5
MITF act	0	.	.	-16	9	-1

19	O=C(c1cnn2c(C(F)(F)F)cc(-c3ccco3)nc12)N1CCCCCC1
20	COc1cc(/C=C/CN2CCC(Oc3ccc(C(=O)N4CCCC4)cc3)CC2)ccc1O
21	CN(CC(=O)Nc1ccc(Cl)c(Cl)c1)C(=O)C1CCCC1
22	Nc1nnc(CC(c2ccccc2)c2ccccc2)s1
23	CC(C)c1ccc(S(=O)(=O)NC2CCS(=O)(=O)C2)cc1 (stereo not given)
24	CC(CC(=O)NNC(=O)c1cccc(Cl)c1)c1ccccc1 (stereo not given)

assay / compound	19	20	21	22	23	24
Rtt109 HAT inh	-21	8	5	-10	-2	-10
CDK5 p35 inh	-1.0	-0.5	-0.2	0.6	1.7	2.9
Wnt act	.	3	-4	-3	2	-1
CAL PDZ FP-1	-1.9	-1.7	-1.1	-1.3	0.5	-2.6
CAL PDZ FP-2	-2	-6	8	.	-3	-2
dFosB activator	-4	-3	-1	-3	-5	-1
Tat export inh	2	3	7	-3	-8	2
RTF Ca sens act	7	-1	-2	9	-5	-3
V-ATPase pH	1	-4	0	0	3	-4
MITF act	6	7	0	.	-2	2

25	CCOC(=O)c1ccc(NC(=S)NCCc2ccc(OC)c(OC)c2)cc1
26	O=C(O)C(Cc1ccccc1)N1C(=O)/C(=C/c2ccccc2)SC1=S (stereo not given)
27	Cc1ccc([N+](=O)[O-])c(NC(=O)COC(=O)C2CC3CCCC(C2)C3=O)c1C (stereo not given)
28	COc1cc(C)c(Cl)cc1S(=O)(=O)N1CCCC1
29	Cc1noc(NS(=O)(=O)c2ccc(NC(=O)CCN3C(=O)c4ccccc4C3=O)cc2)c1C
30	COc1ccc(N2CC(NC(=O)N(C)CCC#N)CC2=O)cc1 (stereo not given)

assay / compound	25	26	27	28	29	30
Rtt109 HAT inh	6	53*	5	2	6	-5
CDK5 p35 inh	-0.4	-0.9	0.5	1.3	0.6	-1.0
Wnt act	0	9	1	-2	-3	2
CAL PDZ FP-1	-1.6	-2.2	-1.4	-1.1	-2.7	-2.0
CAL PDZ FP-2	-9	-1	-6	-10	-1	-3
dFosB activator	-4	-4	-4	1	-3	-9
Tat export inh	11	2	6	-2	-1	2
RTF Ca sens act	4	-4	-4	.	11	-1
V-ATPase pH	9	0	2	1	0	-5
MITF act	-1	-2	1	1	-3	-4

31	Cc1ccc(C#N)c(SCc2cccc(Br)c2)n1
32	S=c1[nH]c2cc(Cl)c3cccnc3c2o1
33	COc1cccc(C(=O)CSc2nnc(CNc3nc(-c4ccccc4)cs3)n2C)c1
34	O=C1CCC(C(=O)Nc2cccc(S(=O)(=O)N3CCOCC3)c2)N1 (stereo not given)
35	O=C(N/N=C/c1ccncc1)c1cccs1
36	CSc1nnc(C(C)(C)C)c(=O)n1/N=C/c1c(O)ccc2ccccc12

assay / compound	31	32	33	34	35	36
Rtt109 HAT inh	13	-1	0	2	0	-8
CDK5 p35 inh	0.6	1.7	0.9	0.9	0.4	-0.6
Wnt act	3	0	.	0	.	1
CAL PDZ FP-1	-5.4	-1.3	-1.1	0.4	-0.9	0.7
CAL PDZ FP-2	-19	-1	-3	3	-2	-4
dFosB activator	0	-2	5	1	-10	-2
Tat export inh	2	-4	-6	6	18	-4
RTF Ca sens act	-1	-4	-4	0	2	-2
V-ATPase pH	-4	3	3	-4	-2	0
MITF act	.	.	-4	0	11	-9

37	CCOC(=O)c1c(N/C=C(\C#N)c2nc(-c3ccc(OC(C)=O)cc3)cs2)sc2c1CCC2
38	CCCCc1ccc(NC(=O)CSc2nc(=O)n3cc(C)ccc3n2)cc1
39	COc1ccc(S(=O)(=O)N2CCCC2CNC(=O)C(=O)NCc2ccccc2)cc1 (stereo not given)
40	C=CCN=c1scc(-c2ccc(F)cc2)n1/N=C/c1ccccn1
41	CN(CC(=O)Nc1ccc(S(N)(=O)=O)cc1)C1CCCCC1
42	CCOc1ccccc1C(=O)NCC(=O)OCCCOC(=O)CNC(=O)c1ccccc1OCC

assay / compound	37	38	39	40	41	42
Rtt109 HAT inh	12	2	-3	-2	-2	-3
CDK5 p35 inh	1.3	-0.7	1.3	-3.6	-1.4	0.2
Wnt act	4	-2	-1	-2	-1	1
CAL PDZ FP-1	1.9	0.0	-2.3	-1.7	-0.7	-2.9
CAL PDZ FP-2	-7	.	-2	-2	-5	-1
dFosB activator	-6	14	-6	-8	-11	4
Tat export inh	?	-1	-3	1	4	-9
RTF Ca sens act	2	-17	-1	2	1	-4
V-ATPase pH	6	-1	3	-2	3	-6
MITF act	-1	0	-4	20	1	-13

43	CCOC(=O)C1(Cc2ccccc2)CCN(Cc2cccc3c2OCO3)CC1
44	CC1CCC2(CC1)NC(=O)N(CC(=O)Nc1ccc3c(c1)OCCO3)C2=O (stereo not given)
45	CN(C)/C=C/C(=O)c1cnc(-c2cccc(Cl)c2)s1
46	CC[C@@]1(O)C(=O)OCc2c1cc1n(c2=O)Cc2cc3c(CN(C)C)c(O)ccc3nc2-1
47	CCOC(=O)N1CCN(C(=O)c2cc(-n3cnnc3)ccc2Cl)CC1
48	O=C(N/N=C\C=C\c1ccc2c(c1)OCO2)C1COc2cc3ccccc3cc2O1 (stereo not given)

assay / compound	43	44	45	46	47	48
Rtt109 HAT inh	7	-4	-7	i	3	-8
CDK5 p35 inh	1.1	-0.5	3.5	1.2	1.2	-0.1
Wnt act	2	4	6	5	0	-1
CAL PDZ FP-1	0.9	0.3	-3.0	-0.2	-1.2	-0.6
CAL PDZ FP-2	-3	1	-1	-3	-5	-3
dFosB activator	6	-11	-1	-3	-7	0
Tat export inh	2	-6	0	-8	-9	3
RTF Ca sens act	-3	3	2	221*	-5	-6
V-ATPase pH	1	4	-4	3	6	0
MITF act	1	15	66	-78	6	.

49	CN(C)S(=O)(=O)c1ccc(C(=O)Nc2nnc(SCC(=O)NCC3CCCO3)s2)cc1 (stereo not given)
50	COC(=O)c1ccsc1NS(=O)(=O)c1ccccc1
51	O=C(COC(=O)c1cncc(Br)c1)NCc1ccco1
52	CCCN(C(=O)c1cccc(-n2cccc2)c1)c1c(N)n(Cc2ccccc2)c(=O)[nH]c1=O
53	CC(C)(C)c1cc(C(=O)NCCCn2ccnc2)cc(C(C)(C)C)c1

assay / compound	49	50	51	52	53
Rtt109 HAT inh	1	5	1	-21	-4
CDK5 p35 inh	-5.5	-0.8	1.7	-4.2	-0.6
Wnt act	7	0	.	-1	1
CAL PDZ FP-1	-2.9	-1.6	0.4	-3.1	0.4
CAL PDZ FP-2	0	-1	-1	0	2
dFosB activator	-7	1	-2	0	-15
Tat export inh	4	-10	-14	-8	6
RTF Ca sens act	2	0	-8	-3	-4
V-ATPase pH	3	-1	3	-2	-4
MITF act	7	4	8	-2	0

Looked up one by one from the list above, 5 records:
49	CN(C)S(=O)(=O)c1ccc(C(=O)Nc2nnc(SCC(=O)NCC3CCCO3)s2)cc1 (stereo not given)
52	CCCN(C(=O)c1cccc(-n2cccc2)c1)c1c(N)n(Cc2ccccc2)c(=O)[nH]c1=O
51	O=C(COC(=O)c1cncc(Br)c1)NCc1ccco1
53	CC(C)(C)c1cc(C(=O)NCCCn2ccnc2)cc(C(C)(C)C)c1
50	COC(=O)c1ccsc1NS(=O)(=O)c1ccccc1

assay / compound	49	52	51	53	50
Rtt109 HAT inh	1	-21	1	-4	5
CDK5 p35 inh	-5.5	-4.2	1.7	-0.6	-0.8
Wnt act	7	-1	.	1	0
CAL PDZ FP-1	-2.9	-3.1	0.4	0.4	-1.6
CAL PDZ FP-2	0	0	-1	2	-1
dFosB activator	-7	0	-2	-15	1
Tat export inh	4	-8	-14	6	-10
RTF Ca sens act	2	-3	-8	-4	0
V-ATPase pH	3	-2	3	-4	-1
MITF act	7	-2	8	0	4
